# m5-HT2A agonist – mouse HTR2A agonism via beta-arrestin recruitment. P35363. CHO-K1 mHTR2A beta-arrestin complementation, luminescence; percent of 30 µM serotonin response. activation, % at 7.6 µM. hit rate 0.66% among 360,000;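 active means activation above a run cutoff, the mean activation of all tested compounds plus 3 SD, cut at about 14% in these data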;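 further: 0% = plate median of compound wells and 100% = 30 µM serotonin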
# Target sequence (P35363 whole entry, looked up): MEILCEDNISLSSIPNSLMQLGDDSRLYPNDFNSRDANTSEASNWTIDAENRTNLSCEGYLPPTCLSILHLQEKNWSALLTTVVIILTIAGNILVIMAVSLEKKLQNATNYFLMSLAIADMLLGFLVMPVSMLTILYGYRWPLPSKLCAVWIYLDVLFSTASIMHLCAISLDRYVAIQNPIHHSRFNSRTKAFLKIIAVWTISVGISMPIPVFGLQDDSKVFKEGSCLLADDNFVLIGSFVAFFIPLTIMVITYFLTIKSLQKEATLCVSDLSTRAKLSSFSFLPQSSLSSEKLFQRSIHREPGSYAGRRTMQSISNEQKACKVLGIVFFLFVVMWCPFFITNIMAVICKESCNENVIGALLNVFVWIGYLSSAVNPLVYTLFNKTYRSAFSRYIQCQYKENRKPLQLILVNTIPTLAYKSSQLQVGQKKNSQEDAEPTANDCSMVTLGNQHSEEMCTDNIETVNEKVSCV
# PDI inh – inhibitors of human protein disulfide isomerase; inhibition, % at 10 µM; PDI insulin aggregation turbidity, A650, 90 min; hit rate 0.052% among 350,000; P07237;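 active means mean inhibition across replicates of 30% or more, whatever share of single replicates reach that level; inconclusive means mean inhibition below 30% while every single replicate reaches 30%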;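 further: absorbance from insulin aggregation driven by PDI reduction with DTT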
# Target sequence (P07237 whole entry, looked up): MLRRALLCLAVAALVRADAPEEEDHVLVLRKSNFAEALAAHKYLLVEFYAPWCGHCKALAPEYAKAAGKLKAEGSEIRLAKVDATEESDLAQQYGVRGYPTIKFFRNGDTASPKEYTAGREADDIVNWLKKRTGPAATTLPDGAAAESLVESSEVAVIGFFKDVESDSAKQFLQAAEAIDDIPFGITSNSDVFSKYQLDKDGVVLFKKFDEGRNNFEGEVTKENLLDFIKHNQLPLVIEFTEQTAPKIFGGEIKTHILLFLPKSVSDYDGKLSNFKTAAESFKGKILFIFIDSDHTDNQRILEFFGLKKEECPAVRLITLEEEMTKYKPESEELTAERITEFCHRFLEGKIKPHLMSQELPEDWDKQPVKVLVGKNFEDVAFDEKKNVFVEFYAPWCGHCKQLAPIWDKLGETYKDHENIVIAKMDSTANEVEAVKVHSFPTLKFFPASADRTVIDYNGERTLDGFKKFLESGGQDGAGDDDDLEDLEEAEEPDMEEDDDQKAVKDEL
# Peg3 prom inh – reduces Peg3 promoter-driven luciferase expression in HeLa | HeLa PEG-Prom luciferase reporter, luminescence, overnight | inhibition, % at 20 µM | hit rate 1.7% among 360,000;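 active means inhibition of at least 50% at 20 µM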
# Shn3 inh set2 – Schnurri-3 reporter inhibition in Clone20 osteoblasts; inhibition, % at 12.5 µM; Clone20 osteoblast Shn3 3'UTR firefly luciferase, 24 h; AID 588674; hit rate 0.52% among 360,000;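 active means mean inhibition of at least 75% with every replicate also reaching 75%; inconclusive means mean inhibition at least 75% but some replicate below; inactive means mean inhibition below 75%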;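 further: 0% = median of neutral control wells and 100% = pilot-screen positive control compound; some compounds past the cut are filed as inactive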
# Cardio protect – modulators protecting cardiomyocytes from myocardial damage; protection from H2O2 cell death, % at 20 µM; hit rate 0.63% among 360,000; H9c2 cardiomyocytes, H2O2 injury protection, ATPLite, 2 h; AID 588492;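 active means compounds giving at least 50% protection of heart cells from peroxide-induced death in the single-dose screen, raw or plate-pattern-corrected value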;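 further: 0% = DMSO wells with peroxide and 100% = DMSO wells without peroxide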
# CaV13 ICDI inh – Primary screen for inhibitors of IQ motif and Ca2+-dependent inactivation inhibitor domain binding in CACNA1D, Förster resonance energy transfer in living cells, …; inhibition, % at 12.3 µM; AID 743397; hit rate 0.098% among 340,000; HEK cells, CFP/YFP FRET ICDI-IQ, plate reader, 10 min; percent FRET-ratio fall versus neutral wells;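 active means mean replicate inhibition of at least 30% and at least 1% of replicates passing that level; inconclusive means only one of the two criteria is met; inactive means neither criterion is met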;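 further: 0% = median of the neutral control wells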
# hiPSC survival – increases survival of single human iPS cells; hiPSC single-cell survival, ATPlite luminescence; 100% = ROCK inhibitor wells, 0% = DMSO; hit rate 0.044% among 360,000; survival enhancement, % at 20 µM; in the data active means survival enhancement above about 18%;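 further: cells exposed to compounds for 16 hours before the ATP read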
# MITF TRPM1 inh – MITF TRPM1 promoter inhibition in SK-MEL-5 cells; hit rate 0.83% among 330,000; SK-MEL-5 TRPM1 promoter luciferase, 24 h; inhibition, % at 12.5 µM;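 active means mean inhibition across replicates of 60% or more, whatever share of single replicates reaches that level; inconclusive means some that reach 60%, reason not given; inactive means mean inhibition across replicates below 60%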; further: values of inactives mirror those of a sister screen read the other way
# NR2E3 ag-1 – human photoreceptor-specific nuclear receptor agonism | Q9Y5X4 | CHO-S Gal4-NCOR/VP16-NR2E3 two-hybrid, luciferase | inhibition of corepressor binding, % at 3.98 µM | hit rate 0.35% among 360,000 | AID 602229;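 active means inhibition above the mean of all tested compounds plus 3 SD, cut at about 70% in these data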;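 further: 0% = DMSO with NR2E3 transfected cells and 100% = cells lacking NR2E3 construct; higher means lower luciferase signal from less NR2E3 corepressor binding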
# NR2E3 ag-2 – activates human photoreceptor nuclear receptor NR2E3; AID 2300; inhibition of corepressor binding, % at 4.78 µM; GST-NR2E3/biotin-RetCOR TR-FRET, 1536-well; Q9Y5X4; hit rate 0.12% among 320,000;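 active means percent inhibition above the cutoff of mean plus 3 SD of all tested compounds, set per screening campaign, cut at about 20% in these data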;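 further: 0% = DMSO wells and 100% = biotin wells as full block of FRET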
#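 Material: NR2E3–RetCOR corepressor complex / Incubation: Compound–protein incubation for 5 h at 4 °C / Dosing: compound at 4.8 µM, single dose / Detection: time-resolved FRET / Benchmarks: high control biotin, low control 0.6% DMSO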
# HIF-2a block – blocks HIF-2a reporter activity; 786-0 RCC cells HIF-2a reporter, luciferase luminescence, overnight; inhibition, % at 18.8 µM; hit rate 0.72% among 360,000; AID 624352;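 active means inhibition of the luminescence signal of 40% or more relative to plate controls, in a single-dose primary screen at 18.75 µM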
# Starred values were filed as active, the others as inactive; ? = inconclusive; · = no result given.
No.	smiles	m5-HT2A agonist	PDI inh	Peg3 prom inh	Shn3 inh set2	Cardio protect	CaV13 ICDI inh
1	CCN1C(=O)[C@H]2[C@H]3CN=C(SCc4ccccc4)N3[C@@](CC)(C(=O)OC)[C@H]2C1=O	3	-2	-1	4	-5	-5
2	O=C(CSc1nnc(-c2ccc(Cl)s2)o1)N1CCCc2ccccc21	-2	-3	-9	4	-1	-1
3	CCOc1cc(/C=C\c2nc(O)c([N+](=O)[O-])c(=O)[nH]2)ccc1OC(C)CC (configuration not stated)	5	8	4	3	4	-19
4	CCn1cc(CN(C)C(=O)/C=C/c2ccc([N+](=O)[O-])cc2)c(C)n1	6	6	9	22	-5	-4
5	O=C(c1ccccc1)c1c(O)cc(-c2ccccc2)oc1=O	4	2	-4	12	-3	-4
6	CCOC(=O)[C@]12CCC=C1N(Cc1ccco1)C(=O)[C@H](CC(=O)NCc1ccccc1)C2	1	·	·	·	·	-10
7	COc1cc(/C=C2\SC(=S)N(CCC(=O)Nc3ccc(O)cc3)C2=O)cc(OC)c1OC	3	5	10	11	18	-4
8	CCCn1c(N2CCN(CC(=O)c3c(C)n(C)c4ccc(OC)cc34)CC2)nc2c1c(=O)[nH]c(=O)n2C	0	-1	12	·	5	-6
9	COc1ccc(NC(=O)Nc2cc(C)ccc2F)cc1OC	0	-37	-103	-52	-5	-17
10	COc1ccc(/C=C2/CCC(CN3CCOCC3)C2=O)cc1 (configuration not stated)	-3	1	101*	?	-20	-7
11	CCOc1ccc(NC(=O)C(C)Oc2ccc(C#N)cc2)cc1S(=O)(=O)N1CCCC1 (configuration not stated)	-9	8	25	-15	9	-17
12	N#C/C(=C/c1ccccc1[N+](=O)[O-])C(=O)NCc1ccco1	-1	5	6	-1	0	-16

No.	hiPSC survival	MITF TRPM1 inh	NR2E3 ag-1	NR2E3 ag-2	HIF-2a block
1	1.1	-9	-8	·	5
2	2.3	-11	-15	·	7
3	-0.3	13	-31	-1	14
4	-1.9	3	2	4	2
5	-0.2	4	-19	2	-11
6	0.2	·	-16	·	-2
7	-0.1	18	-27	-1	30
8	-1.6	-19	28	·	14
9	-1.2	-51	-14	0	-102
10	-2.0	99*	22	·	87*
11	1.8	-8	14	0	5
12	2.7	7	-9	3	12

# Additional records follow.
No.	smiles	m5-HT2A agonist	PDI inh	Peg3 prom inh	Shn3 inh set2	Cardio protect	CaV13 ICDI inh
13	COc1ccccc1NC(=O)CN1CCN(CC(=O)Nc2ccc(OC)c(OC)c2)CC1	-1	-27	4	15	0	-17
14	CCNc1nc(N)nc(Oc2ccc(OCCOc3ccccc3)nn2)n1	0	-4	-93	-13	-8	-8
15	COc1ccccc1C(=O)Nc1nnc(-c2ccc3c(c2)CCCC3)o1	-5	2	-86	-17	-5	-6
16	CCOc1ccccc1C(=O)Nc1nnc(SCC(=O)N2CCCC2)s1	3	-10	-16	4	7	-11
17	O=C(CNCc1ccccn1)Nc1cc(C(F)(F)F)ccc1N1CCOCC1	-1	-6	26	-7	8	-1
18	COc1cccc(NC(=O)Cn2c(CCC(=O)O)ccc2-c2ccc(C)cc2)c1	-1	8	18	-3	4	-7
19	COCCCNCCC(CCC(C)C)c1ccc2c(c1)OCO2 (configuration not stated)	-14	-1	-4	·	-9	-4
20	O=C(CN(C(=O)c1csnn1)c1ccc(F)cc1)NCCc1ccccc1	3	0	11	15	0	-4
21	CCn1c(SCC(=O)N/N=C/c2ccc(O)c(OC)c2)nc2ccccc21	-4	4	12	-28	8	-12
22	N#C/C(=C/c1cc[nH]c1)C(N)=S	-3	-5	11	4	-8	-6
23	Cc1ccc(NC(=O)COc2nc(C)cs2)cc1	-6	10	9	-4	-2	-6
24	O=C(COC(=O)CSc1ccccc1)NCCNC(=O)COC(=O)CSc1ccccc1	-4	-6	-10	-13	6	-6

No.	hiPSC survival	MITF TRPM1 inh	NR2E3 ag-1	NR2E3 ag-2	HIF-2a block
13	-0.1	-17	-22	1	-2
14	0.8	-12	-8	-4	14
15	2.8	·	-52	3	-238
16	2.3	·	12	·	-16
17	-0.7	-11	3	2	22
18	1.4	·	3	3	-3
19	-0.1	·	-1	-1	-21
20	2.0	-1	-28	-4	-6
21	0.8	10	-3	0	12
22	-0.1	6	-20	0	10
23	-3.2	1	4	5	3
24	0.6	9	-32	0	16

# (next part)
No.	smiles	m5-HT2A agonist	PDI inh	Peg3 prom inh	Shn3 inh set2	Cardio protect	CaV13 ICDI inh
25	COC(=O)C1=C(C)NC(=O)CC1c1ccccc1OC (configuration not stated)	2	0	0	-23	-5	14
26	CCOC(=O)CSc1nc2ccc(N3CCOCC3)cc2c(=O)n1Cc1ccccc1	-3	11	-48	-13	4	-4
27	Cc1ccccc1-n1nc2c(c1NC(=O)c1c(-c3ccccc3Cl)noc1C)CS(=O)(=O)C2	4	10	-3	-23	15	-9
28	O=C(CO)C(O)C(O)C(O)CO (configuration not stated)	3	3	-2	-17	9	-4
29	CCOC(=O)c1ccc(NS(=O)(=O)c2cc(C)ccc2OC)cc1	0	-4	17	24	-14	-4
30	CCN(CC(=O)Nc1cc(Cl)ccc1C)C(=O)C1CCN(c2ncnc3sc(C)c(C)c23)CC1	0	3	66*	57	77*	-6
31	O=C(NNc1cccc(Cl)n1)c1ccc(Cl)cc1Cl	-1	-8	-144	-30	-5	-4
32	Cc1ccc(S(=O)(=O)N2CCN(C(=O)c3ccccc3)CC2)cc1	6	-6	0	23	-4	-4
33	CC(=O)Nc1ccc(S(=O)(=O)NCCC(=O)Nc2ncccc2C)cc1	0	1	-15	4	6	-7
34	CCN(CC)c1ccc(NC(=O)c2ccc3c(c2)OCO3)c(C)c1	-2	2	-14	1	8	5
35	NC(=S)N=Nc1c(O)[nH]c2c(Cl)cc(Cl)cc12	-6	-15	1	15	18	-8
36	CCOc1ccc(NC(=O)N(Cc2ccc(C)cc2)Cc2ccccn2)cc1	-1	5	13	2	-3	-18

No.	hiPSC survival	MITF TRPM1 inh	NR2E3 ag-1	NR2E3 ag-2	HIF-2a block
25	-1.9	-10	-1	4	11
26	-0.3	6	-35	-3	-45
27	-2.0	-2	-18	2	-4
28	0.7	11	5	-1	14
29	-1.1	2	28	-1	6
30	0.3	·	0	·	11
31	0.0	-46	-54	3	-119
32	-2.3	9	-48	0	18
33	-0.2	6	22	1	9
34	-0.5	-12	-30	-4	-63
35	0.5	3	29	·	7
36	-0.2	-17	1	-1	2

# Additional records follow.
No.	smiles	m5-HT2A agonist	PDI inh	Peg3 prom inh	Shn3 inh set2	Cardio protect	CaV13 ICDI inh
37	CCOc1ccccc1C=C1CCc2ccccc2C1=O	30*	3	-223	-29	-3	-5
38	C#CCN(CC=C)C(=O)C1CCC(=O)N(CCCc2ccccc2)C1 (configuration not stated)	1	-3	2	-13	-5	-2
39	CCc1cccc2c1NC(=O)[C@]21[C@@H]2C(=O)N(Cc3ccccc3)C(=O)[C@@H]2[C@@H]2CCCN21	1	-2	10	8	6	-5
40	Cc1cc(C(=O)N2CC=C(c3ccccc3)CC2)c2ccccc2n1	-1	7	-6	37	-11	-12
41	Cc1ccc(C)c(OCC(=O)Nc2ccc(S(=O)(=O)Nc3ncccn3)cc2)c1	6	-17	4	0	-2	-6
42	CC(NC(=O)CNC(=O)C(Cc1ccccc1)NC(=O)OCc1ccccc1)C(N)=O (configuration not stated)	1	-7	3	-10	5	-11
43	CCCNC(=O)COC(=O)c1c2c(nc3ccccc13)CCC2	7	3	15	-18	2	-2
44	CC(C)NC(=O)c1onc(CSc2ccc(F)c(F)c2)c1C(=O)NC(C)C	10	-4	0	12	-2	-4
45	Cn1c(/C=C/c2cccc(Br)c2)nc2ccccc2c1=O	-4	2	-88	-56	18	-4
46	CC1(C)CCC(=O)C=C1Nc1ccc(F)c(Cl)c1	10	-52	7	13	0	-19
47	CCCCNC(=O)CN1C(=O)NC(Cc2ccccc2)(Cc2ccccc2)C1=O	2	-39	13	10	12	-4
48	Cc1[nH]c(=O)[nH]c(=O)c1/C=C/C(=O)O	-3	10	6	1	5	0

No.	hiPSC survival	MITF TRPM1 inh	NR2E3 ag-1	NR2E3 ag-2	HIF-2a block
37	-1.6	·	-21	·	-144
38	-0.4	-9	-22	3	-5
39	-0.3	-2	-8	4	4
40	-0.3	40	25	2	6
41	-0.3	9	-9	2	20
42	-0.5	1	7	1	16
43	-0.2	9	2	7	18
44	-1.4	9	-30	-1	13
45	-0.1	-47	-34	-3	-236
46	-0.2	-3	1	·	23
47	-0.1	4	-2	3	12
48	-0.7	-2	-15	-2	13

# (listing goes on)
No.	smiles	m5-HT2A agonist	PDI inh	Peg3 prom inh	Shn3 inh set2	Cardio protect	CaV13 ICDI inh
49	COc1ccccc1CNC(=O)CN1CCN(c2ccc(C(C)=O)cc2)CC1	4	-10	17	-6	-2	-7
50	COC(=O)C1=C(C)N(CCCC(=O)O)C(=O)NC1c1ccc2c(c1)OCO2 (configuration not stated)	-3	5	0	7	4	-11
51	O=C(NCCOC(=O)c1cccs1)c1cccnc1	-4	-1	4	-4	10	-5
52	COc1ccc(C2(CO)OC(CO)C(O)C2O)cc1 (configuration not stated)	6	16	1	4	2	-5
53	O=C(CCCn1c(=S)[nH]c2cc3c(cc2c1=O)OCO3)N1CCc2ccccc2C1	-2	-2	26	-3	3	-5

No.	hiPSC survival	MITF TRPM1 inh	NR2E3 ag-1	NR2E3 ag-2	HIF-2a block
49	0.2	0	9	7	11
50	-1.4	-16	-1	4	13
51	14	-6	3	1	6
52	5.6	-10	7	·	12
53	1.0	1	6	-2	23

# Entries of single compounds, looked up by structure.
# COc1ccc(C2(CO)OC(CO)C(O)C2O)cc1 (configuration not stated) as listed: m5-HT2A agonist = 6; PDI inh = 16; Peg3 prom inh = 1; Shn3 inh set2 = 4; Cardio protect = 2; CaV13 ICDI inh = -5; hiPSC survival = 5.6; MITF TRPM1 inh = -10; NR2E3 ag-1 = 7; NR2E3 ag-2 = ·; HIF-2a block = 12
# COC(=O)C1=C(C)N(CCCC(=O)O)C(=O)NC1c1ccc2c(c1)OCO2 (configuration not stated) as listed: m5-HT2A agonist = -3; PDI inh = 5; Peg3 prom inh = 0; Shn3 inh set2 = 7; Cardio protect = 4; CaV13 ICDI inh = -11; hiPSC survival = -1.4; MITF TRPM1 inh = -16; NR2E3 ag-1 = -1; NR2E3 ag-2 = 4; HIF-2a block = 13

# Random draw from the library; overall some 3.9% were active at least once.
